Assay outcomes deposited in PubChem BioAssay by several laboratories.
VHR inh abs – inhibitors of human VHR1 phosphatase (DUSP3); P51452; recombinant VHR phosphatase, pNPP absorbance; inhibition, % at 13.3 µM; actives 0.52% (n = 290,000); in the data active means inhibition above about 50%; further: some compounds called inactive have numbers as strong as hits
Rv3671c protease – inhibits the M. tuberculosis serine protease Rv3671c | P9WHR9 | inhibition, % at 5.96 µM | actives 0.048% (n = 320,000); in the data active means inhibition above about 38%;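 further: extracellular domain of Rv3671c used as enzyme; 0% = enzyme with DMSO and 100% = no enzyme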
BH1578 lux ind – induces V. cholerae light production without autoinducers; V. cholerae BH1578 lux reporter, luminescence, 6 h; activation, % at 18.7 µM; actives 0.16% (n = 350,000); AID 588436; in the data active means activation mostly above about 9.7%, no sharp cut-off; further: not every result past the cut was called active; inactives centre near 0; reference of the scale not given here
PfHsp40 rescue – compounds rescuing yeast from Plasmodium falciparum HSP40 toxicity. actives 0.68% (n = 340,000). S. cerevisiae expressing PfHsp40, growth rescue, ATP luminescence. growth rescue, % at 12.5 µM; in the data active means growth rescue above about 28%, passing the limit was not always enough;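 further: yeast W303a lacking pdr1 and pdr3 grown in galactose medium; growth measured after three days at 30 °C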
TcdB GH inh – blocks C. difficile toxin B glycohydrolase activity; TcdB glycohydrolase enzymatic assay, plate reader; P18177; inhibition, % at 9.99 µM; actives 0.24% (n = 350,000); in the data active means inhibition above about 10%
Anthrax LF prot – anthrax lethal factor protease inhibition | P15917 | multiplex microsphere protease cleavage assay, LF | inhibition, % at 10 µM | actives 0.12% (n = 360,000) | AID 588501; in the data active means inhibition above about 30%; further: plate controls were buffer without enzyme for full effect and enzyme alone for no effect
Target sequence (P15917 whole entry, looked up): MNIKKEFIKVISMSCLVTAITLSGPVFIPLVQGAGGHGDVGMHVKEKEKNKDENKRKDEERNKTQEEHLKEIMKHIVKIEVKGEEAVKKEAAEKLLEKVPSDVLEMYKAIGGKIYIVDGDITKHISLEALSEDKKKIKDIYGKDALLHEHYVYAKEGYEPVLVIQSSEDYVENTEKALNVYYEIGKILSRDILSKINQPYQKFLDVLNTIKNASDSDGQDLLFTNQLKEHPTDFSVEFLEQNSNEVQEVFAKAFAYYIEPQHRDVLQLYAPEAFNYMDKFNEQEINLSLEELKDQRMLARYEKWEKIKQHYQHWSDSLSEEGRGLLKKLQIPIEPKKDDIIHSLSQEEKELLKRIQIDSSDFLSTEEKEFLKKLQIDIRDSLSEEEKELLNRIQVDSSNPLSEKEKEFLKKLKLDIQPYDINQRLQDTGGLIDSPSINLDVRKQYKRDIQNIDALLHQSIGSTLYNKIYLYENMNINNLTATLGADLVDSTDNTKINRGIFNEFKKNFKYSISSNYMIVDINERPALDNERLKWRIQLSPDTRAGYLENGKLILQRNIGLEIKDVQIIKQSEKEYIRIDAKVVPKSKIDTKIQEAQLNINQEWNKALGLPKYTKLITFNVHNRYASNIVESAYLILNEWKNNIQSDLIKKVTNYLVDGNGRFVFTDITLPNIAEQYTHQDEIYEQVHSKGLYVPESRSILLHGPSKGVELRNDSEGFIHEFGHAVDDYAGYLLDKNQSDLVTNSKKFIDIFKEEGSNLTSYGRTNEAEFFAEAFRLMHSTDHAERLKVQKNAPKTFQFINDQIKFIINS
Yp Topo-I inh – inhibitors of Yersinia pestis topoisomerase I; activity, % at 10 µM; actives 0.064% (n = 360,000); Y. pestis Topo-I cleavage product accumulation, plate reader; AID 504884; in the data active means activity above about 50%, passing the limit was not always enough; further: inactives centre near 2
SARS 3CLpro inh – SARS-CoV 3CLpro protease inhibition; AID 1706; P0C6X7; recombinant SARS-CoV 3CLpro, quenched FRET peptide cleavage; actives 0.14% (n = 290,000); inhibition, % at 6 µM; in the data active means inhibition above about 12%
MazF activator – increases E. coli MazEF RNase cleavage of RNA. P0AE70. FAM/BHQ RNA-DNA oligo cleavage fluorescence, 5 h. activation, % at 20 µM. actives 0.32% (n = 350,000); in the data active means activation above about 50%
Target sequence (P0AE70 whole entry, looked up): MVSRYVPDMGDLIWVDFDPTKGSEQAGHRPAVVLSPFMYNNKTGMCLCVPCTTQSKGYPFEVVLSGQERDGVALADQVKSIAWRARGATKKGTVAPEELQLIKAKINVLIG
PriA SSB inh – inhibitors of Klebsiella pneumoniae PriA binding to SSB C-terminal tail. AlphaScreen SSBct-PriA binding, biotinylated peptide. inhibition, % at 33 µM. actives 0.6% (n = 430,000). AID 1272365; in the data active means inhibition mostly above about 37%, no sharp cut-off; inactive means mostly below about 20%;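 further: plate controls were negative control peptide for no effect and reference peptide for full effect; strong numbers were not always called active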
Numbers without * were called inactive; & = joins results of further samples. Not all compounds are listed; the hit share may differ from the screen's.

`O=C(OCC1OC(Oc2ccc(O)cc2)C(O)C(O)C1O)c1ccccc1` (stereo not given) gave Rv3671c protease -3, BH1578 lux ind -0.6, PfHsp40 rescue -1.0, TcdB GH inh -3.5, Anthrax LF prot 0, Yp Topo-I inh 2, MazF activator 0 and PriA SSB inh 2.
Screening Cn1c(=O)c2c(nc(N/N=C/c3ccncc3)n2Cc2ccccc2)n(C)c1=O returned VHR inh abs 17, Rv3671c protease 4, BH1578 lux ind inactive, PfHsp40 rescue -0.9, TcdB GH inh -9.2, Anthrax LF prot 0, Yp Topo-I inh 10, SARS 3CLpro inh -4, MazF activator 7 and PriA SSB inh inactive.
`CN(C)c1ncc(S(=O)(=O)c2ccccc2)c(N)n1` gave VHR inh abs -15, Rv3671c protease -6, BH1578 lux ind -0.3, PfHsp40 rescue 0.4, TcdB GH inh 0.7, Anthrax LF prot 0, Yp Topo-I inh 6, SARS 3CLpro inh 4, MazF activator -27 and PriA SSB inh 8.
`CSCCC(NC(=O)c1ccccc1Br)C(=O)NC(C)CCc1ccccc1` (stereo not given) gave VHR inh abs 15, Rv3671c protease -2, BH1578 lux ind inactive, PfHsp40 rescue -0.7, TcdB GH inh -0.5, Anthrax LF prot 0, Yp Topo-I inh 8, SARS 3CLpro inh -3, MazF activator -1 and PriA SSB inh -7.
For Cc1nc(C)c(C)nc1C the results were VHR inh abs 12, Rv3671c protease -2, BH1578 lux ind inactive, PfHsp40 rescue 0.0 and SARS 3CLpro inh 2.
`COc1ccc(N(C)C(=O)c2cc3c(s2)-c2ccc(Cl)cc2S(=O)(=O)C3)c(OC)c1` gave VHR inh abs 13, Rv3671c protease -4, BH1578 lux ind -0.6, PfHsp40 rescue -0.2, TcdB GH inh -1.9, Anthrax LF prot -5, Yp Topo-I inh 31, SARS 3CLpro inh 4, MazF activator 15 and PriA SSB inh -3.
Screening Cc1ccc(C(=O)N2CCN(S(=O)(=O)c3sc(C(=O)O)c(C)c3C(=O)O)CC2)s1 returned Rv3671c protease -5, BH1578 lux ind -0.7, PfHsp40 rescue 1.0, TcdB GH inh 1.0, Anthrax LF prot -4, Yp Topo-I inh 3, MazF activator -1 and PriA SSB inh 6.
For CCc1nc2ccccc2c(C(=O)Oc2ccc(C(=O)OC)cc2)c1C the results were VHR inh abs -7, Rv3671c protease -12, BH1578 lux ind 6.7, PfHsp40 rescue -0.9, TcdB GH inh 0.4, Anthrax LF prot 2, Yp Topo-I inh -3, SARS 3CLpro inh -2, MazF activator 3 and PriA SSB inh -9.
O=C(N/C(=C/c1cccc([N+](=O)[O-])c1)C(=O)N1CCCC1)c1ccccc1 was read as VHR inh abs -3, Rv3671c protease -9, BH1578 lux ind -1.6, PfHsp40 rescue -0.8, TcdB GH inh 1.0, Anthrax LF prot -1, Yp Topo-I inh 5, SARS 3CLpro inh -4, MazF activator 7 and PriA SSB inh -12.
N#CC1(N2CCN(C(=O)c3ccccc3)CC2)CCCCC1 was read as VHR inh abs 54*, Rv3671c protease -2, BH1578 lux ind inactive, PfHsp40 rescue -0.7, TcdB GH inh 0.9, Anthrax LF prot -3, Yp Topo-I inh -17, SARS 3CLpro inh 0, MazF activator 5 and PriA SSB inh -17.
Screening CN(C(=O)COC(=O)c1cccc(S(=O)(=O)N(C)c2ccccc2)c1)C1CCCCC1 returned Rv3671c protease 5, BH1578 lux ind -2.0, PfHsp40 rescue -0.7, TcdB GH inh -0.5, Anthrax LF prot -3, Yp Topo-I inh 22, MazF activator 2 and PriA SSB inh -3.
Screening COc1cc(C(=O)Oc2c(OC)cc(C(=S)N3CCOCC3)cc2OC)cc(OC)c1OC returned VHR inh abs 22, Rv3671c protease -3, BH1578 lux ind inactive, PfHsp40 rescue -0.6, TcdB GH inh 0.5, Anthrax LF prot 10, Yp Topo-I inh 29, SARS 3CLpro inh 5, MazF activator -6 and PriA SSB inh 1.
For CC(C)COC(=O)c1ccc2c(c1O)C(=O)c1ccccc1C2=O the results were VHR inh abs 10, Rv3671c protease -7, BH1578 lux ind 1.0, PfHsp40 rescue 2.6, Anthrax LF prot 3, Yp Topo-I inh 2, SARS 3CLpro inh -2, MazF activator 3 and PriA SSB inh 10.
CCOC(=O)C(NC(C)=O)(Nc1ccc(S(=O)(=O)Nc2nccs2)cc1)C(F)(F)F (stereo not given) was read as VHR inh abs -2, Rv3671c protease 0, BH1578 lux ind -0.5, PfHsp40 rescue -1.0, Anthrax LF prot 0, Yp Topo-I inh -2, SARS 3CLpro inh -3, MazF activator 0 and PriA SSB inh -3.
For CCN1CCN(c2ccc(S(=O)(=O)N(CC)CC)cc2[N+](=O)[O-])CC1 the results were VHR inh abs -10, Rv3671c protease 1, BH1578 lux ind -0.4, PfHsp40 rescue -0.1, Anthrax LF prot 0, Yp Topo-I inh -1, SARS 3CLpro inh 0, MazF activator 10 and PriA SSB inh -7.
Screening CC(C)CC1NC(=O)N(CC(=O)N2CCN(S(=O)(=O)c3ccc4ccccc4c3)CC2)C1=O (stereo not given) returned VHR inh abs 3, Rv3671c protease -3, BH1578 lux ind -5.3, PfHsp40 rescue -0.8, Anthrax LF prot -2, Yp Topo-I inh -6, SARS 3CLpro inh 3, MazF activator 0 and PriA SSB inh -25.
Screening CC(C)(C)NC(=O)C(c1ccc(F)cc1)N(Cc1ccco1)C(=O)Cn1nnc(-c2cccs2)n1 (stereo not given) returned VHR inh abs -10, Rv3671c protease -2, BH1578 lux ind inactive, PfHsp40 rescue 0.1, Anthrax LF prot 1, Yp Topo-I inh 22, SARS 3CLpro inh 2, MazF activator -5 and PriA SSB inh -5.
COc1cc2c(cc1OC)CN(Cc1cc(=O)n3c(-c4ccccc4)csc3n1)CC2 was read as VHR inh abs -15, Rv3671c protease -8, BH1578 lux ind -0.1, PfHsp40 rescue -1.2, TcdB GH inh 1.8, Anthrax LF prot -3, Yp Topo-I inh 1, SARS 3CLpro inh 0, MazF activator 9 and PriA SSB inh 4.
Screening CCOc1ccccc1NC(=O)CN(c1ccc(OC)cc1)S(=O)(=O)c1c(C)noc1C returned VHR inh abs 18, Rv3671c protease -8, BH1578 lux ind inactive, PfHsp40 rescue 1.4, Anthrax LF prot 1, Yp Topo-I inh 8, SARS 3CLpro inh -1, MazF activator 4 and PriA SSB inh -1.
Screening COc1ccc(S(=O)(=O)N(C)C[C@H]2Oc3ccc(NS(=O)(=O)c4c(C)noc4C)cc3C(=O)N([C@H](C)CO)C[C@@H]2C)cc1 returned Rv3671c protease -5, BH1578 lux ind inactive, PfHsp40 rescue -0.2, TcdB GH inh -0.4&-0.6, Anthrax LF prot 3, Yp Topo-I inh 29, MazF activator 1 and PriA SSB inh -11.

An excerpt from above in order of molecular weight, largest number first:
Screening COc1ccc(S(=O)(=O)N(C)C[C@H]2Oc3ccc(NS(=O)(=O)c4c(C)noc4C)cc3C(=O)N([C@H](C)CO)C[C@@H]2C)cc1 returned Rv3671c protease -5, BH1578 lux ind inactive, PfHsp40 rescue -0.2, TcdB GH inh -0.4&-0.6, Anthrax LF prot 3, Yp Topo-I inh 29, MazF activator 1 and PriA SSB inh -11.
`CSCCC(NC(=O)c1ccccc1Br)C(=O)NC(C)CCc1ccccc1` (stereo not given) gave VHR inh abs 15, Rv3671c protease -2, BH1578 lux ind inactive, PfHsp40 rescue -0.7, TcdB GH inh -0.5, Anthrax LF prot 0, Yp Topo-I inh 8, SARS 3CLpro inh -3, MazF activator -1 and PriA SSB inh -7.
Screening CCOc1ccccc1NC(=O)CN(c1ccc(OC)cc1)S(=O)(=O)c1c(C)noc1C returned VHR inh abs 18, Rv3671c protease -8, BH1578 lux ind inactive, PfHsp40 rescue 1.4, Anthrax LF prot 1, Yp Topo-I inh 8, SARS 3CLpro inh -1, MazF activator 4 and PriA SSB inh -1.

Other records
CC(C)(O)CN(C(=O)C(c1ccccc1)c1ccccc1)C1CCCCC1 was read as BH1578 lux ind inactive, PfHsp40 rescue 0.2, TcdB GH inh -0.2, Anthrax LF prot -1, Yp Topo-I inh 42, MazF activator 0 and PriA SSB inh 0.
For C=CCn1c(SCC(=O)N2CCCC2)nc2scc(-c3cccs3)c2c1=O the results were VHR inh abs -1, Rv3671c protease -5, BH1578 lux ind inactive, PfHsp40 rescue -1.1, Anthrax LF prot -1, Yp Topo-I inh 4, SARS 3CLpro inh -2, MazF activator 3 and PriA SSB inh 3&-7.
`Cc1ccccc1N=Cc1c(O)n(-c2nccs2)c(=O)c2ccccc12` gave VHR inh abs 1, Rv3671c protease -7, BH1578 lux ind -0.1, PfHsp40 rescue 3.8, TcdB GH inh 0.0, Anthrax LF prot 1, Yp Topo-I inh 17, SARS 3CLpro inh 3, MazF activator 4 and PriA SSB inh 1.
Screening COc1ccc(C(=O)NCCSCc2ccc(C)cc2)cc1 returned VHR inh abs 38, Rv3671c protease 0, BH1578 lux ind -2.8, PfHsp40 rescue -0.1, Anthrax LF prot -2, Yp Topo-I inh 13, SARS 3CLpro inh 8, MazF activator 2 and PriA SSB inh -7.
Screening Cc1ccc(C(=O)N2CCCC(Nc3ccc(F)cc3)C2)cc1C (stereo not given) returned VHR inh abs -11, Rv3671c protease 7, BH1578 lux ind inactive, PfHsp40 rescue 1.5, TcdB GH inh 1.2, Anthrax LF prot 0, Yp Topo-I inh 15, SARS 3CLpro inh 5, MazF activator -1 and PriA SSB inh 7.
Screening Cc1nc(=O)c(-c2ccccc2)c(C)n1Cc1ccccc1 returned VHR inh abs 23, Rv3671c protease -4, BH1578 lux ind -0.2, PfHsp40 rescue -0.3, TcdB GH inh 0.8, Anthrax LF prot 1, Yp Topo-I inh -7, SARS 3CLpro inh 1, MazF activator 5 and PriA SSB inh 5.
CCCc1cc(=O)[nH]c(SC/C=C/c2ccccc2)n1 was read as Rv3671c protease 8, BH1578 lux ind -0.5, TcdB GH inh 1.7, Anthrax LF prot -5, Yp Topo-I inh 15, MazF activator 1 and PriA SSB inh -8.
C=CCNc1nc(Nc2ccc(OC)cc2OC)nc(OCC)n1 was read as VHR inh abs 4, Rv3671c protease 6, PfHsp40 rescue 0.7, Anthrax LF prot -1, Yp Topo-I inh -10, SARS 3CLpro inh 1, MazF activator -1 and PriA SSB inh -10.
For CC(=O)COc1ccc2c(c1C)O/C(=C\c1ccco1)C2=O the results were VHR inh abs -10, Rv3671c protease -1, BH1578 lux ind 0.6, PfHsp40 rescue -0.5, TcdB GH inh -0.2, Anthrax LF prot 5, Yp Topo-I inh -3, SARS 3CLpro inh -4, MazF activator 1 and PriA SSB inh 8.
For CC(=O)Oc1c(Cl)c(N2CCOCC2)c(OC(C)=O)c2ccccc12 the results were VHR inh abs 27, Rv3671c protease -4, BH1578 lux ind inactive, PfHsp40 rescue -0.6, Anthrax LF prot -3, Yp Topo-I inh 1, SARS 3CLpro inh 1, MazF activator 3 and PriA SSB inh -8.
Screening Cc1ccc(OC(=O)CCS(=O)(=O)c2ccc(C)cc2)cc1 returned VHR inh abs -3, Rv3671c protease 0, BH1578 lux ind -0.7, PfHsp40 rescue -0.5, TcdB GH inh -2.7, Anthrax LF prot -1, Yp Topo-I inh -3, SARS 3CLpro inh 2, MazF activator -12 and PriA SSB inh -8.
`O=C(Cc1ccc(F)cc1)Nc1ccc(Cl)cn1` gave VHR inh abs 60*, Rv3671c protease -8, BH1578 lux ind 0.9, PfHsp40 rescue 2.1, TcdB GH inh 1.2, Anthrax LF prot 3, Yp Topo-I inh 4, SARS 3CLpro inh 6, MazF activator -1 and PriA SSB inh -7.
CC(C)CNC(=O)c1ccc2c(c1)C(=O)N(C1CCCCC1)C2=O was read as VHR inh abs -22, Rv3671c protease -2, BH1578 lux ind inactive, PfHsp40 rescue -0.7, TcdB GH inh -0.3, Anthrax LF prot -14, Yp Topo-I inh -2, SARS 3CLpro inh 5, MazF activator 7 and PriA SSB inh 1.
